hcGAS inh: human cGAS inhibition. recombinant h-cGAS, ATP depletion, Kinase-Glo luminescence. inhibition, % at 12.5 µM. 290,000 tested, 0.081% active;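 note: 0% = vehicle reaction and 100% = reaction without DNA for no activity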
Target sequence (Q8N884 whole entry, looked up): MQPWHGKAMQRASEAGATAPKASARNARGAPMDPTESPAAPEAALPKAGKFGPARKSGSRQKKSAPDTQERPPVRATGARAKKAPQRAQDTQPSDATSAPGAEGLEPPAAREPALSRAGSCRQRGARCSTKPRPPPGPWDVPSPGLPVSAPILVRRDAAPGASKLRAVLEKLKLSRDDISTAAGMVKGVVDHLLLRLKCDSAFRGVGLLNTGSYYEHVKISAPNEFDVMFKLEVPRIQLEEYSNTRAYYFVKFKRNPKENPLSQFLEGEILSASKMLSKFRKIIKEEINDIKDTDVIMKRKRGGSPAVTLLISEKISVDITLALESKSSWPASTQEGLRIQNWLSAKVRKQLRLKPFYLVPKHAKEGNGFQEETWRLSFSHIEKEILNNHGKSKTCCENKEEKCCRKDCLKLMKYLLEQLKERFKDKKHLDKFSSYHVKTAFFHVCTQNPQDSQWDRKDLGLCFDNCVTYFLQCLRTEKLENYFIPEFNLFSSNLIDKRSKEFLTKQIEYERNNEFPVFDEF
NPYLR7 agonist: mosquito NPYLR7 agonism; HEK293T NPYLR7/Galpha15, GCaMP6s calcium fluorescence; activation, % at 10 µM; 270,000 tested, 0.15% active; in the data active = activation above about 40%;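 note: 0% = vehicle and 100% = reference agonist at the receptor; some compounds past the cut are filed as inactive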
mcGAS lum: inhibitors of mouse cGAS; Q8C6L5; recombinant cGAS, Kinase-Glo ATP depletion luminescence; inhibition, % at 12.5 µM; 160,000 tested, 0.15% active;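 note: 0% = negative control wells and 100% = reference inhibitor with no enzyme activity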
An asterisk follows results filed as active; . = not tested or not shown; & = joins results of further samples. Cut-off read from the data, not from the text of the source, unless noted: active = inhibition above about 40%; inactive = the rest.

smiles,hcGAS inh,NPYLR7 agonist,mcGAS lum
CCNC(=O)C1Cc2ccccc2N1C(=O)Nc1cccs1 (stereo not drawn),-3,-14,-2
O=C(Nc1ccc(C(F)(F)F)cc1)N1CCN(Cc2cccnc2)CC1,-15,2,.
O=C(CN1CN(c2ccccc2)C2(CCN(C(=O)C3CC3)CC2)C1=O)NCc1ccc(F)cc1,-6,-3,-3
Cc1nc(C(=O)NCC(=O)N2CCCCC2)nn1-c1ccccc1Cl,-8,-6,-17
CCOC(=O)C1=C(C)N=c2s/c(=C\c3ccc(SC)cc3)c(=O)n2C1c1ccc(SC)cc1 (stereo not drawn),-1,0,-5
Cc1cccc(CN(Cc2ccccc2)Cc2cccn2Cc2cccc(C)c2)c1,-4,3,-4
Cc1cccnc1N1CCN(C2CCN(C(=O)C(C)C)CC2)CC1,-9,7,.
Cc1ccc(C)c(C(C)NCC(=O)N(C)Cc2ccco2)c1 (stereo not drawn),-8,2,-8
CC(C)N(C(=O)NC(=O)C1=C(N2CCOCC2)/C(=C\c2ccccc2)CCC1)S(C)(=O)=O,-7,4,.
CCN(CC)S(=O)(=O)c1ccc(Sc2nnc(C)s2)nc1,0,2,.
CCc1ccc[n+](C2=C(c3c(C)[nH]n(-c4ccccc4)c3=O)C(=O)N(c3cccc(C)c3)C2=O)c1,-10,-8,-7
Cc1nnc(NC(=O)c2cc(=O)c(OCc3ccc(F)cc3)co2)s1,0,3,.
CN(C)S(=O)(=O)Nc1cc(Br)ccc1-n1cccn1,-6,5,.
Cc1nn(-c2ccccc2)c(C)c1C(=O)NC1=NCCS1,-12,11,-9
CC1CCCN(C(=O)CN2CCCC2C2CCCCC2)C1 (stereo not drawn),-8,3,.
Cc1cnn(C(C)C(=O)NCc2cccnc2Oc2ccccc2C)c1 (stereo not drawn),1,-2,.
COC(=O)CCCC(=O)N1CCC2(CCCN(Cc3ccc(F)c(F)c3)C2=O)C1 (stereo not drawn),-4,2,.
O=c1[nH][nH]c(=O)c2cc(N3CCCC3)ccc12,0,1,-2
COc1cccc(OCC(O)Cn2ccnc2-c2nccn2C)c1 (stereo not drawn),-5,0,-14
O=S(=O)(Oc1ccc(Cl)cc1CNCc1ccco1)c1ccc(F)cc1,1,-6,-4
Cc1ccccc1-c1noc(CN2CCCC3(CC2)CNC(=O)O3)n1 (stereo not drawn),0,-4,0
CC(C)CNc1ccc2c(n1)C(=O)N([C@H](C)C(=O)N[C@@H](C)c1ccc(F)cc1)C2,5,-2,.
C=CCn1c(SCc2ccc(C(=O)NC3CC3)cc2)nnc1-c1ccncc1,-8,15,-2
COc1cc(NC(=O)c2nnn(-c3cc(Cl)ccc3OC)c2C)cc(OC)c1,5,-6,-2
CCc1nc2ccccc2n1CC(O)CN1C(=O)c2ccccc2C1=O (stereo not drawn),-2,2,.
O=S(=O)(N1CCOCC1)N1CCCC1Cn1ccnc1 (stereo not drawn),-1,4,.
Cc1noc(-c2cccc(F)c2)c1C(=O)NCCCN(C)c1ccccc1,-8,-1,-8
CCc1c(C)nn(-c2ccc(C(=O)NCCc3ccc(C)cc3)cc2)c1C,-2,-7,-3
CC1(C)C2CCC(=O)[C@@]3(C)CC[C@](C)(O)[C@H]3C21 (stereo partly drawn),4,6,.
CCCS(=O)(=O)N1CCN(c2nc(CC#N)nc(CC)c2Cc2cccc(Cl)c2)CC1,-6,1,-6
O=S(=O)(c1cccc(F)c1)N1CCN(Cc2nc3ncccc3[nH]2)CC1,-7,1,.
CCc1nn(-c2ccccc2)c(NC(=O)c2ccc(C)[nH]c2=O)c1C,-7,19,.
COc1ccc(C(C)NC(=O)C(C)Oc2ccc(F)cc2Br)cc1F (stereo not drawn),-13,9,.
Cc1cc(Cl)ccc1NC(=O)CCN1C(=O)C2CCCCC2C1=O (stereo not drawn),1,3,.
Cc1nc2ccccc2n1C1CCN(C(=O)C2CC2)CC1,-4,.,-5
CC1(C)CC(NC(=O)CCc2cn[nH]c2)CC(C)(C)C1,-11,.,-5
CC(C)c1ccc(CS(=O)(=O)CCC(=O)N2CCc3ccccc32)cc1,-2,6,-8
CC(=O)N1CCC(C(=O)NC(C)c2cn3ccsc3n2)CC1 (stereo not drawn),6,.,2
CCN(CC)C(=S)SCC(=O)c1ccc(S(=O)(=O)N2CCCCC2)cc1,2,-1,0
S=C1NC2Nc3ccccc3C2=NN1CC1CCCO1 (stereo not drawn),-1,-3,.

4 entries from above, with each value named.
COc1cccc(OCC(O)Cn2ccnc2-c2nccn2C)c1 (stereo not drawn)
- hcGAS inh: -5
- NPYLR7 agonist: 0
- mcGAS lum: -14
O=S(=O)(Oc1ccc(Cl)cc1CNCc1ccco1)c1ccc(F)cc1
- hcGAS inh: 1
- NPYLR7 agonist: -6
- mcGAS lum: -4
Cc1ccccc1-c1noc(CN2CCCC3(CC2)CNC(=O)O3)n1 (stereo not drawn)
- hcGAS inh: 0
- NPYLR7 agonist: -4
- mcGAS lum: 0
CC(C)CNc1ccc2c(n1)C(=O)N([C@H](C)C(=O)N[C@@H](C)c1ccc(F)cc1)C2
- hcGAS inh: 5
- NPYLR7 agonist: -2
- mcGAS lum: .

Continuation.
smiles,hcGAS inh,NPYLR7 agonist,mcGAS lum
COc1cc(OC)c(C2C3=C(CCCC3=O)N=C3NN(c4ccccc4)C(=O)C32)cc1OC (stereo not drawn),-3,-3,.
CC1CCCN(S(=O)(=O)NCCCNC(=O)c2ccccc2F)C1 (stereo not drawn),-10,0,.
CC1(C(=O)NS(=O)(=O)c2ccc(Br)cc2)CCN1C(=O)Cc1ccsc1 (stereo not drawn),3,2,.
CC1=Nc2cccc3cccc(c23)N1c1ccccc1,-11,4,.
Cc1cc(C(=O)N2CCN(CC(O)c3cccc(Cl)c3)CC2)on1 (stereo not drawn),-8,4,-6
N#CCCN(C(=O)c1cnccn1)c1cccc(C(F)(F)F)c1,2,4,.
CC(C)(C)n1ncc2c1CCN(C(=O)c1ccc(Cl)s1)C2,-6,1,.
CC(=O)c1cnn(-c2cc(C)ccc2C)c1C,-4,-2,.
Nc1ncnc(N2CCCCC2)c1[N+](=O)[O-],4,0,2
CNC(=O)CN1C[C@@H](O)[C@H]2C[C@@H]1Cc1c2n(C)c2ccccc12,-5,24,-8
CCC(NC(=O)c1ccnc(N2CCCCC2C)c1)c1ccncc1 (stereo not drawn),1,-19,1
CCOC(=O)N1CCN(CC(=O)N2N=C(c3ccc(OC)c(OC)c3)CC2c2ccc(OC)cc2OC)CC1 (stereo not drawn),-2,-2,-7
COc1ccc(C2=N/C(=C\c3ccc(OC(F)(F)F)cc3)C(=O)O2)cc1OC,-3,-4,.
COc1ccc(-n2c(SC)nc3c(c2=O)SCC3)cc1OC,-5,-4,-7
O=C(CN1CCCC1c1noc(C2CC2)n1)NC1CCCCNC1=O (stereo not drawn),-10,2,.
COc1cccc(N2CC(CNC(C)=O)OC2=O)c1 (stereo not drawn),-5,4,.
C#CCN1CCCCC1C(=O)N1CCC(n2nnc3c2CCCC3)CC1 (stereo not drawn),-2,-7,.
CC(=O)OCC(=O)N1CCN(CC(OCc2cccc(C)c2)c2ccc(Cl)cc2)CC1 (stereo not drawn),-5,1,-6
COCCn1c(C)cc(C(=O)COC(=O)Cn2c(C)csc2=O)c1C,-3,0,.
c1nc(N2C[C@@H]3[C@H](C2)[C@H]2CC[C@@H]3O2)c2[nH]cnc2n1,-7,21,.
CS(=O)(=O)c1cc(C(=O)Nc2ccccc2N2CCOC2=O)ccc1Cl,-7,10,-17
CC(C)(C)C(O)c1nnc(Nc2cccc(OC(F)(F)F)c2)s1 (stereo not drawn),-1,2,-7
O=C(CN1CCOC(Cn2cncn2)C1)N1CCc2ccccc2C1 (stereo not drawn),-3,-1,.
Cc1nn(C)c(C)c1S(=O)(=O)N1CCN(C2c3ccccc3CCc3ccccc32)CC1,-2,4,-5
CC1CN(C(=O)CCn2ccnn2)CC1N1CCOCC1 (stereo not drawn),-7,4,.
O=C(N1CC[C@H](CO)[C@@H](O)C1)C1(c2ccc(F)cc2)CCOCC1,-2,0,-13
Cc1csc2nc(COC(=O)C34CC5CC(CC(Cl)(C5)C3)C4)cc(=O)n12,-8,3,.
Cc1cccn2c(=O)c(NC(=O)c3ccc(F)cc3)cnc12,-12,1,-11
O=C1CSC(c2ccccn2)N1c1cccc(F)c1 (stereo not drawn),-4,-8,.
O=C(Nc1nccs1)c1cc(S(=O)(=O)N2CCCCC2)ccc1Cl,5,-10,1
Cc1noc(C)c1CSc1ncnc2sc3c(c12)CCCCC3,1,6,-2
CN1C(=O)CC(CC(=O)N2CCCC2c2ccc(F)cc2)(c2ccc(-c3ccccc3)cc2)C1=O (stereo not drawn),-10,11,-13
O=C(CSc1nc(=O)n(CCO)c2c1CCCC2)Nc1ccccc1[N+](=O)[O-],-7,-11,-8
COc1ccc(C(=O)N(Cc2nccn2Cc2ccc(C(F)(F)F)cc2)C2CC2)cc1,-5,4,-4
N#Cc1cccc(CN2C(=O)C3(SCCN3C(=O)c3cccc(Cl)c3)c3cc(F)ccc32)c1 (stereo not drawn),-2,-4,0
O=C(c1cc(COc2c(F)cccc2F)on1)N1CCC(c2ccccc2F)C1 (stereo not drawn),-3,7,-6
NC(=O)c1cccnc1N1CCOC(CCCc2ccccc2)C1 (stereo not drawn),-7,15,-13
Cc1nn2c(-c3ccccc3)nnc2c2ccccc12,-7,-12,.
Cc1cnccc1CN(C)C(=O)C1CCCN1S(C)(=O)=O (stereo not drawn),-3,21,.
CC1(C(=O)NCc2cccnc2)CCN1C(=O)C1(c2ccc(Cl)cc2)CC1 (stereo not drawn),-6,-5,-4
NC(=O)c1nc(CN2CCOC(CC(c3ccccc3)c3ccccc3)C2)no1 (stereo not drawn),-5,10,.
Cc1ccc(C(=O)Nc2n[nH]c(-c3c(F)cccc3F)n2)c(=O)[nH]1,-7,8,-15
CC(=O)c1ccc(NC(=O)CSc2nc3ccc(C)cc3[nH]2)cc1,-3,-8,0
Cc1ccccc1C(=O)N1CCCC(N2CCN(CCOc3ccccc3)CC2)C1 (stereo not drawn),-4,17,-5
Cc1ccc(C(=O)NCCc2ccn(-c3ccc(F)cc3)n2)c(=O)[nH]1,-9,-1,.
CN(C)CCN1C(=O)CC[C@]2(C(N)=O)CCCC[C@@H]12,-12,.,-6
CSc1ccccc1CNC(=O)C1(C)CCN1CC(C)C (stereo not drawn),-6,-7,-1
CC(C)CCN1CC(C(=O)NC(C)C)CC1=O (stereo not drawn),0,8,.
N#Cc1c(N)n(-c2cccc(N)c2)c2nc3ccccc3nc12,2,6,.
CC(C)(C)N1CC(C(=O)N2CCCCCC2)CC1=O (stereo not drawn),-1,.,-6
Cc1ncsc1CN1CCC(C2CCN(S(C)(=O)=O)CC2)C1 (stereo not drawn),-13,.,-6
Cc1cc(C)n(C(C)CC(=O)NC2CCC(C)CC2)n1 (stereo not drawn),-12,.,-6
O=C(Cn1nc(-c2ccccc2)c2sc(N3CCCC3)nc2c1=O)OCc1ccccc1,-4,-1,-3
COc1cccc(C(=O)N(Cc2cccnc2)Cc2nccn2Cc2cccc(C(F)(F)F)c2)c1,-5,-1,-5
Cc1ccc(-n2nc(-c3ccccc3)cc2NC(=O)CN(CC(C)C)C(=O)NC2CCCCC2)c(C)c1,-13,19,-5
Cc1nc(C)c(Cc2ccccc2F)c(N2CCN(C(=O)NC34CC5CC(CC(C5)C3)C4)CC2)n1,-7,5,-4
COc1ccc(-c2c3c(nc4sc(C(=O)N5CCCCCC5)c(N)c24)CC(C)(C)CC3=O)cc1,-1,2,.
CCOC(=O)c1ccc(CC2SC(=NN=Cc3ccccc3O)NC2=O)cc1 (stereo not drawn),-6,-1,-9
Cc1ccc(-c2noc(C(C)NCC3CN(C)CCO3)n2)cc1F (stereo not drawn),-8&-15,8&1,-7
O=C(C1=CCCC1)N1CCC(CO)(Cc2ccc(Cl)cc2)CC1,2,-3,0
CCOC(=O)c1cc(-c2ccccc2)sc1NC(=O)C(C)Oc1ccccc1 (stereo not drawn),-3,5,-7
CC(C)NC(=O)NC(=O)CSc1nnc(C(F)(F)F)n1C,1,2,-3
CN(C)C(=O)Nc1nc(Sc2ccccc2)ns1,-7,1,.

Looked up one by one from the entries so far (3):
smiles,hcGAS inh,NPYLR7 agonist,mcGAS lum
Cc1ccc(C(=O)Nc2n[nH]c(-c3c(F)cccc3F)n2)c(=O)[nH]1,-7,8,-15
Cc1cc(C)n(C(C)CC(=O)NC2CCC(C)CC2)n1 (stereo not drawn),-12,.,-6
O=C(Cn1nc(-c2ccccc2)c2sc(N3CCCC3)nc2c1=O)OCc1ccccc1,-4,-1,-3
